HIF-2a block – HIF-2a reporter inhibitors, primary screen, luminescence, 786-0 RCC cells. 786-0 RCC cells HIF-2a reporter, luciferase luminescence, overnight. inhibition, % at 18.8 µM. hit rate 0.72% among 360,000. AID 624352, 2012;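 active = inhibition of the luminescence signal of 40% or more relative to plate controls, in a single-dose primary screen at 18.75 µM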
NR2E3 ag-1 – inhibitors of NR2E3-RetCOR corepressor binding, primary screen, NR2E3 agonist project, biochemical, TR-FRET, GST-NR2E3, biotin-RetCOR | Photoreceptor-specific nuclear receptor (Homo sapiens), Q9Y5X4 | 1536-well | inhibition of corepressor binding, % at 4.78 µM | hit rate 0.12% among 320,000 | AID 2300, 2010;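 active = percent inhibition above the cutoff of mean plus 3 SD of all tested compounds, set per screening campaign, cut at about 20% in these data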;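 note: 0% = DMSO wells and 100% = biotin wells as full block of FRET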
Target sequence (Q9Y5X4 whole entry, looked up): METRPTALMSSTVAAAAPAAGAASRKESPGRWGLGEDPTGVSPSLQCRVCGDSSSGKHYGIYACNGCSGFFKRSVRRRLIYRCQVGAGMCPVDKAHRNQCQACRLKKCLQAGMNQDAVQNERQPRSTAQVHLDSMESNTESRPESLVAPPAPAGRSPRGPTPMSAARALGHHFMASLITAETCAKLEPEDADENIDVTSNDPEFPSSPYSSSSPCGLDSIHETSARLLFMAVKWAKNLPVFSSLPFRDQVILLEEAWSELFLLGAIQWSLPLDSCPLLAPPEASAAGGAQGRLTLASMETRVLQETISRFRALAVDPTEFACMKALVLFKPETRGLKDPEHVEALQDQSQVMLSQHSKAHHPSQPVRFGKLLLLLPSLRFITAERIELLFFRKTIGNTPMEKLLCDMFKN
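Format: 1536-well format; test system: GST-NR2E3 and biotin-RetCOR proteins; read-out basis: percent inhibition of TR-FRET ratio; timing: 5 h incubation at 4 °C; detection: time-resolved FRET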
TRAIL sens C8 – viability loss with TRAIL in NB7+C8 cells, primary screen, TRAIL sensitizer project, cell-based, ATPlite luminescence; inhibition (viability loss, TRAIL sensitization), % at 10 µM; hit rate 1% among 360,000; AID 624354, 2012;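 active = compounds causing at least 50% loss of cell viability in the single-dose screen, relative to plate controls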
TRPM1 prom inh – inhibitors of MITF-dependent TRPM1 promoter reporter, primary screen, cell-based, SK-MEL-5, single point, luciferase. SK-MEL-5 TRPM1 promoter luciferase, 24 h. AID 488899, 2010. inhibition, % at 12.5 µM. hit rate 0.83% among 330,000;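 active = mean inhibition across replicates of 60% or more, whatever share of single replicates reaches that level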; note: values of inactives mirror those of a sister screen read the other way
Peg3 prom inh – Peg3 promoter-driven luciferase inhibitors, primary screen, cell-based, HeLa, luciferase luminescence; HeLa PEG-Prom luciferase reporter, overnight; inhibition, % at 20 µM; hit rate 1.7% among 360,000;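 active = inhibition of at least 50% at 20 µM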
Shn3 3UTR inh – reduction of Shn3 3'UTR firefly luciferase signal, primary screen, Schnurri-3 inhibitor project, cell-based, Clone20 osteoblasts, set 2 | Clone20 osteoblast Shn3 3'UTR firefly luciferase, 24 h | inhibition, % at 12.5 µM | hit rate 0.52% among 360,000 | AID 588674, 2011;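 active = mean inhibition of at least 75% with every replicate also reaching 75%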;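 note: 0% = median of neutral control wells and 100% = pilot-screen positive control compound; some compounds past the cut are filed as inactive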
NR2E3 ag-2 – NR2E3 agonists in two-hybrid cells, primary screen, cell-based, luminescence, CHO-S, Gal4-NCOR/VP16-NR2E3; Photoreceptor-specific nuclear receptor (Homo sapiens), Q9Y5X4; luciferase; inhibition of corepressor binding, % at 3.98 µM; hit rate 0.35% among 360,000; AID 602229, 2012;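 active = inhibition above the mean of all tested compounds plus 3 SD, cut at about 70% in these data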;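 note: 0% = DMSO with NR2E3 transfected cells and 100% = cells lacking NR2E3 construct; higher means lower luciferase signal from less NR2E3 corepressor binding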
CF NFkB block – inhibitors of PAF-induced NF-kB signaling, primary screen, cell-based, GFP fluorescence, uHTS | KKLEB NF-kB-GFP reporter, GFP fluorescence overnight | inhibition, % at 5 µM | hit rate 0.86% among 360,000;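 active = at least 50% inhibition at 5 µM, scaled per plate between neutral and stimulator controls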;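 note: PAF is a Pseudomonas aeruginosa culture filtrate used as stimulus; plate controls were PAF-stimulated DMSO wells for no effect and unstimulated DMSO wells for full effect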
TWEAK Fn14 block – inhibitors of TWEAK-Fn14 signaling, primary screen, luciferase reporter cells, uHTS; TWEAK-stimulated Fn14 reporter cells, luciferase luminescence, 8 h; inhibition, % at 10 µM; hit rate 2% among 360,000; in the data active = inhibition above about 50%
TROY signal inh – inhibitors of TROY-driven NF-kB signaling, primary screen, Q293 LMP1-TROYcd cells, NF-kB luciferase, uHTS; AID 1347056, 2019; hit rate 0.98% among 360,000; Q293 LMP1-TROYcd NF-kB luciferase reporter, 4 h; inhibition, % at 10 µM;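 active = compounds whose plate-normalised and pattern-corrected inhibition of the luciferase reporter signal at the single screening dose is 50% or more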
KKLEB tox – cytotoxicity in KKLEB CF airway cells, primary screen, cytotoxicity control for CF NF-kB inhibitor project, cell-based, uHTS, fluorescence assay plates; KKLEB CF airway cells viability, ATPlite luminescence, overnight; active compounds read low; cells stimulated with P. aeruginosa culture filtrate; activity change (cytotoxicity), % at 5 µM; hit rate 0.36% among 360,000; AID 602141, 2011;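 active = corrected activity change at or below -50% at 5 µM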
The depositor's hits bear a star; nt = not tested or not shown. These rows are one share of the data; count on the stated rates, not on these rows.

Screens in order: TWEAK Fn14 block, NR2E3 ag-2, CF NFkB block, HIF-2a block, Shn3 3UTR inh, KKLEB tox, TRPM1 prom inh, NR2E3 ag-1, TRAIL sens C8, TROY signal inh, Peg3 prom inh
#1 C=C1C(C)C2C(Cc3ccccc3)NC(=O)C23OC(=O)/C=C/C(O)CCCC(C)C/C=C/C3C1O (configuration not stated)
    -35, 28, 76*, -5, 65, -29, -4, nt, 34, -16, 58*
#2 OCC(Br)CBr (configuration not stated)
    15, 1, 4, 18, -8, -14, -3, 4, 2, 5, -2
#3 COC(=O)C1=C(c2ccc(F)cc2F)C[C@@H]2CC[C@H]1N2C(=O)N1CCC(O)(c2ccc(Cl)cc2)CC1
    5, 10, -24, 18, 2, -5, 9, 3, 0, 16, 10
#4 O=C(O)C(Cl)(Cl)Cl
    4, -2, -1, -6, -6, -4, nt, -6, 13, -14, -8
#5 Cn1c(O)c(C=NCCCC(=O)O)c(=O)n(C)c1=O
    9, 9, 3, 8, 6, 6, 21, 0, 4, -8, 11
#6 c1coc(CN2Cc3ccccc3-n3nncc3C2)c1
    12, -17, -7, -12, -5, 9, nt, nt, -19, -6, 0
#7 COC(=O)C1=C(c2ccc(F)cc2OCc2ccccc2)C[C@@H]2CC[C@H]1N2C(=O)NCc1ccc(C(C)(C)C)cc1
    28, 9, 10, 21, 5, -7, 10, 3, 10, 6, 15
#8 N#CC12CNCC1CN=N2 (configuration not stated)
    11, -44, -35, 14, -17, 16, 10, 0, -15, -8, 8
#9 Cc1ccc(OCC(=O)N2CCN(C)CC2)c(Br)c1
    -7, -41, 16, -98, -18, -12, -13, 0, -7, -15, -52
#10 CCCCn1nnnc1C(C1CC1)N1CCC2(CC1)C(=O)NCN2c1ccccc1 (configuration not stated)
    7, 17, 2, 9, -16, -6, nt, nt, -3, 4, 7
#11 CCNc1nc2[nH]c(=O)c3c(c2s1)OC(N)=C(C#N)C3c1cccs1 (configuration not stated)
    20, -39, 0, 9, -15, 2, -24, 6, 2, 11, 7
#12 C=Cn1ccnc1P(=S)(c1nccn1C=C)C1CCCCC1
    -15, -24, -3, 11, 7, -11, 0, 1, 2, -20, 2
#13 Oc1ccccc1-[n+]1c(-c2ccccc2)cc(-c2ccccc2)cc1-c1ccccc1
    -4, -22, -15, -6, -13, 15, 12, 5, 31, -1, 13
#14 CC(C)(O)C1C2OC(=O)C1C1(O)CC3OC34C(=O)OC2C14C (configuration not stated)
    15, -21, -41, -9, -26, 9, 3, nt, 2, -1, -2
#15 COc1ccc(N=Nc2c(O)[nH]c(=S)[nH]c2=O)cc1
    11, -71, -4, -200, -20, 0, -4, -6, 20, -6, -202
#16 CC(NCc1ccc(Cl)c(Cl)c1)C(O)c1ccccc1 (configuration not stated)
    -22, -11, 24, -13, -4, -2, 11, 1, -23, 1, 5
#17 O=C1NC(=O)C2(CCN(S(=O)(=O)c3ccccc3)CC2)C(=O)N1
    -5, -9, -22, -1, -18, 12, -7, nt, 0, -4, -5
#18 Cc1[nH]c2ccccc2c1CN1CCCCC1
    -5, -16, -11, 11, 25, 13, -6, nt, -12, 1, -7
#19 C[N+]12CCC(CC1)C(=C(c1ccccc1)c1ccccc1)C2
    -4, -6, -12, 16, -14, 8, 4, -1, -1, -6, 18
#20 CC(=O)c1c(C)n(CC2CCCO2)c2ccc(O)cc12 (configuration not stated)
    14, -16, 19, 0, -9, 5, 9, 2, -32, 12, 15
#21 Cc1ccc(S(=O)(=O)NCC2CCC(C(=O)N3CCC4(CC3)OCCO4)CC2)cc1 (configuration not stated)
    -1, -3, 11, 1, -5, -1, 6, 1, 4, 5, 6
#22 CN(Cc1cccc(-c2ccncc2)c1)C(=O)Oc1ccc([N+](=O)[O-])cc1
    33, 90*, nt, -33, nt, nt, nt, nt, 21, 40, nt
#23 Cc1[nH]c2ccccc2c1C1=CCNCC1
    4, 2, 17, -14, -29, 8, -2, 4, -14, 17, 1
#24 Cc1ccc2c(c1)C1CN(C)CCC1N2C(=O)CCCN1C(=O)c2cccc3cccc(c23)C1=O (configuration not stated)
    2, -3, -9, -7, 15, 1, 8, 1, 15, -8, -6
#25 CCC(=NCc1ccco1)c1c(O)n(C)c(=O)n(C)c1=O
    -3, -6, 0, 18, 18, 1, 9, 2, 9, -2, 14
#26 CN(C(=O)Cc1ccc(Cl)c(Cl)c1)C(CN1CCCC1)c1cccc(OCC(=O)O)c1 (configuration not stated)
    15, 3, -15, 4, 23, 20, -13, 0, 3, -2, 3
#27 Cc1[nH]c2ccccc2c1/C=N/O
    7, -6, -10, 14, 3, 20, -4, -2, 12, -20, 7
#28 COc1ccc(-n2c(/C=C/c3ccc(O)cc3)nc3ccccc3c2=O)cc1
    19, 7, -13, -43, 19, -4, 4, 0, -6, 11, 38
#29 Cc1noc(C)c1C(=O)N1CCC2(CC1)OCCO2
    4, -13, -1, 18, -12, 2, 0, 2, -9, 7, 6
#30 O=C(N/N=C/c1c(O)n(C2CC2)c(=S)[nH]c1=O)c1ccccc1Cl
    -1, -27, -14, 2, -13, 6, 2, -2, 9, -7, -10

10 of the compounds above, with bars between the fields.
entry | canonical_smiles | TWEAK Fn14 block | NR2E3 ag-2 | CF NFkB block | HIF-2a block | Shn3 3UTR inh | KKLEB tox | TRPM1 prom inh | NR2E3 ag-1 | TRAIL sens C8 | TROY signal inh | Peg3 prom inh
12 | C=Cn1ccnc1P(=S)(c1nccn1C=C)C1CCCCC1 | -15 | -24 | -3 | 11 | 7 | -11 | 0 | 1 | 2 | -20 | 2
13 | Oc1ccccc1-[n+]1c(-c2ccccc2)cc(-c2ccccc2)cc1-c1ccccc1 | -4 | -22 | -15 | -6 | -13 | 15 | 12 | 5 | 31 | -1 | 13
14 | CC(C)(O)C1C2OC(=O)C1C1(O)CC3OC34C(=O)OC2C14C (configuration not stated) | 15 | -21 | -41 | -9 | -26 | 9 | 3 | nt | 2 | -1 | -2
15 | COc1ccc(N=Nc2c(O)[nH]c(=S)[nH]c2=O)cc1 | 11 | -71 | -4 | -200 | -20 | 0 | -4 | -6 | 20 | -6 | -202
16 | CC(NCc1ccc(Cl)c(Cl)c1)C(O)c1ccccc1 (configuration not stated) | -22 | -11 | 24 | -13 | -4 | -2 | 11 | 1 | -23 | 1 | 5
17 | O=C1NC(=O)C2(CCN(S(=O)(=O)c3ccccc3)CC2)C(=O)N1 | -5 | -9 | -22 | -1 | -18 | 12 | -7 | nt | 0 | -4 | -5
18 | Cc1[nH]c2ccccc2c1CN1CCCCC1 | -5 | -16 | -11 | 11 | 25 | 13 | -6 | nt | -12 | 1 | -7
19 | C[N+]12CCC(CC1)C(=C(c1ccccc1)c1ccccc1)C2 | -4 | -6 | -12 | 16 | -14 | 8 | 4 | -1 | -1 | -6 | 18
20 | CC(=O)c1c(C)n(CC2CCCO2)c2ccc(O)cc12 (configuration not stated) | 14 | -16 | 19 | 0 | -9 | 5 | 9 | 2 | -32 | 12 | 15
21 | Cc1ccc(S(=O)(=O)NCC2CCC(C(=O)N3CCC4(CC3)OCCO4)CC2)cc1 (configuration not stated) | -1 | -3 | 11 | 1 | -5 | -1 | 6 | 1 | 4 | 5 | 6

More compounds
Screens in order: TWEAK Fn14 block, NR2E3 ag-2, CF NFkB block, HIF-2a block, Shn3 3UTR inh, KKLEB tox, TRPM1 prom inh, NR2E3 ag-1, TRAIL sens C8, TROY signal inh, Peg3 prom inh
#31 O=C(C(=O)N1CCOCC1)c1cn(Cc2ccccc2F)c2ccccc12
    5, -5, 7, 10, -11, -4, -7, -4, -13, -8, 17
#32 CCC1(CC)C(=N)N(C)C(=O)NC1=O
    1, -6, 2, 18, 12, 2, -4, 0, 1, -5, 11
#33 O=C(NC(=S)N1C[C@H]2C[C@H](C1)c1cccc(=O)n1C2)c1ccc(Cl)cc1
    5, 10, -5, -4, -2, -12, nt, 4, -11, -1, 3
#34 COc1ccc(C2C(C(=O)N3CCC4(CC3)OCCO4)c3cc(OC)c(OC)cc3C(=O)N2C)cc1 (configuration not stated)
    7, -20, -3, 2, 8, -2, -7, 1, -2, 4, -3
#35 CN(C)Cc1c[nH]c2ccc([N+](=O)[O-])cc12
    10, -7, 5, 0, 7, 8, 5, nt, -14, -3, 1
#36 CN(Cc1ccccc1)Cc1ccccc1OC(=O)N(C)C
    4, 8, 3, 10, -4, 0, 9, 0, -5, -9, -7
#37 COC(=O)C1=C(c2cccc(C#N)c2)C[C@@H]2CC[C@H]1N2C(=O)N1CCC(O)CC1
    7, 0, -8, 10, -7, -1, -3, 2, 0, -1, 4
#38 Cc1nc2nc(C)c(CCC(=O)N3CCC4(CC3)OCCO4)c(C)n2n1
    1, -20, 10, -1, 14, -1, 8, 0, -4, 3, 13
#39 Cc1cccn2c(=O)c3cc(C(=O)N4CCC5(CC4)OCCO5)n(C)c3nc12
    4, -70, 9, -34, 1, -28, 11, 2, 15, -4, -21
#40 COc1ccccc1NC(=O)c1cn(CCC#N)nc1-c1ccc(F)cc1
    0, -4, 6, 21, -20, -4, 4, nt, -13, 1, 26
#41 CCC(=O)c1ccc(OC(=O)N(C)c2ccccc2)cc1
    -25, -22, 6, -4, -19, 4, -6, 6, 0, -8, 0
#42 O=C1N(c2ccc(Cl)cc2)C(c2cccnc2)N2CCCN12 (configuration not stated)
    -10, -8, 14, -137, -1, 0, -27, -1, 29, -7, -76

Assay outcomes as filed in PubChem BioAssay.
